Screening data (PubChem BioAssay)
b-catenin transl – modulators of beta-catenin nuclear translocation, primary screen, imaging, HeLa cells, immunofluorescence, high-content; nuclear translocation activity, % at 5 µM; 190,000 compounds, 0.3% hits; AID 1665, 2009;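 active means nuclear translocation activity above 50% at 5 µM, with a well cell count of 50 or more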;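 further: per-cell ratio of nuclear to cytoplasmic median beta-catenin stain intensity; plate controls were DMSO negative control for no effect and GSK-3 inhibitor IX positive control for full effect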
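Test system: human HeLa cells, native beta-catenin. Compound dosing: 5 µM primary single dose, 0.1% DMSO, 0.02–20 µM confirmation series. Incubation: compound exposure 24 h at 37°C. Detection: beta-catenin immunostaining with DAPI counterstain, 20x imaging, 6 fields/well. Read-out basis: Nuclear/cytoplasmic beta-catenin signal ratio, % activation.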
PMI inhibition – human PMI inhibitors, high substrate, primary screen, biochemical, fluorescence intensity, high mannose 6-phosphate (AID 1220) | Mannose-6-phosphate isomerase (Homo sapiens) | recombinant PMI enzyme, coupled fluorescence intensity; higher % means a stronger effect | inhibition, % at 20 µM, or IC50 in µM where a hit was titrated | 190,000 compounds, 0.66% hits
PMI inhibitors – inhibitors of human PMI, primary screen, biochemical, fluorescence intensity, coupled assay (AID 1209) | one-dose inhibition, % at 20 µM; IC50 in µM for titrated hits | purified PMI enzyme, coupled fluorescence intensity; higher % means a stronger effect | 190,000 compounds, 0.42% hits | Mannose-6-phosphate isomerase (Homo sapiens);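 further: plate controls were DMSO vehicle for no effect and wells lacking substrate for full effect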
T cell modulator – modulators of CD8 T cell-vesicle binding, primary screen, mouse 2C CD8+ T cells, flow cytometry | 2C CD8+ T cell-vesicle binding; hits give low values | calls only at 7 µM | 330,000 compounds, 0.068% hits | AID 2052, 2009;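 active means response, share of CD8 T cells binding vesicles, and their 90th percentile fluorescence all below set limits, cut at about 80% in these data, passing the limit was not always enough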
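Test system: purified 2C TCR transgenic mouse naive CD8+ T cells. Probe or stimulus: QL9-peptide-loaded Drosophila micro-vesicles bearing Ld, ICAM-1 and B7-1. Incubation: binding step 1.5 h, 37 °C, antibody labelling 20 min, ice. Measured by: flow cytometry of vesicle-bound cells.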
MT stabilize HCS – microtubule stabilizers in HeLa cells, primary screen, imaging, high-content imaging | HeLa tubulin immunostaining HCS, 24 h; share of cells brighter than vehicle mean+2SD | % tubulin-high responders, % at 10 µM | 200,000 compounds, 0.83% hits | AID 2205, 2009;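 active means plate Z-score above 3 for both tubulin-high and condensed-nucleus cell shares, with cell loss under 80%, at 10 µM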;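 further: anti alpha tubulin signal scored within the nucleus-defined area of each cell; some results filed as inactive read as strong as hits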
TNAP activation fold – human TNAP enzyme activators, primary screen, biochemical, luminescent, no phosphate acceptor, uHTS (AID 1001); activation fold at 20 µM, or EC50 in µM where a hit was titrated; 200,000 compounds, 0.03% hits; purified TNAP, luminescent activation assay, no phosphate acceptor; higher activation fold means a stronger effect; Alkaline phosphatase, tissue-nonspecific isozyme (Homo sapiens); in the data active means activation fold from about 3, or a potency from the dose series; inactive means the rest, 99 in 100 with activation fold below about 1.6; further: many of its hits are not listed in these tables
Lipid droplet – inhibitors of hepatocyte lipid droplet formation, primary screen, imaging, high-throughput imaging, BODIPY stain; AML12 mouse hepatocytes, oleate lipid droplets; inhibition, % at 6.5 µM; 240,000 compounds, 0.4% hits; AID 1656, 2009;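 active means lipid droplet intensity inhibited by at least 50%, with more than 500 cells counted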
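System: AML12 hepatocytes (mouse). Probe or stimulus: oleic acid at 100 µM to induce lipid droplet formation. Times: overnight treatment with compound plus oleate. Detection: Image-based BODIPY and DAPI two-channel analysis. Evaluation: percent inhibition of filter-corrected integrated lipid droplet intensity per well.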
Autophagy mod – autophagy modulators in MEF cells, primary screen, imaging, high-content, MEF GFP-LC3; MEF GFP-LC3 puncta imaging; test concentration mostly 10 µM; calls only at 10 µM (by protocol); 190,000 compounds, 0.98% hits; AID 463193, 2010;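 active means percentage of spot-positive cells more than 3 SD above its plate mean, without a fluorescence outlier flag or 80% toxicity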;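 further: spot-positive cell cutoff set from DMSO-treated cells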
Insulin prom up – insulin promoter activators in MIN6 cells, imaging, high-content screening, mouse beta cells. z-score at 5 µM. AID 1625, 2009. MIN6 insulin promoter-GFP reporter; hits give high values. 190,000 compounds, 0.3% hits;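 active means z-score above 3 at 5 µM with at least 500 cells counted in the well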
Insulin prom up cell count – recorded beside Insulin prom up, whose call it bears; cell count; measured here: cytotoxicity, nuclei count;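 total cells summed across four imaged fields per well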
Lipid droplet cells 6.5 µM – second read-out of Lipid droplet, no call of its own (marks repeat the call); cell count; measured here: cell count, cytotoxicity flag;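 cells counted across two imaged fields per well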
b-catenin transl cell count 5 µM – further read-out of b-catenin transl, marked with its call; cell count; measured here: cell count, cytotoxicity flag
T cell modulator vesicle-bound % – second read-out of T cell modulator, no call of its own (marks repeat the call); double positive events, %; measured here: CD8+ vesicle-bound cell fraction;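 binding gate set so that unloaded-vesicle control wells show 10% double positive cells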
MT stabilize HCS Hoechst-high % – recorded beside MT stabilize HCS, whose call it bears; % Hoechst-high responders; measured here: nuclear condensation Hoechst responders;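 share of cells brighter than vehicle mean plus two SD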
MT stabilize HCS cytotoxicity % – recorded beside MT stabilize HCS, whose call it bears; toxicity, %; measured here: cytotoxicity by cell density;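 0% = mean cell density of plate MIN control wells and 100% = no cells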
Autophagy mod cell loss 18 h – recorded beside Autophagy mod, whose call it bears; toxicity, %; measured here: cell loss, nuclei count;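 cell loss after 18 h compound exposure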
The depositor's hits bear a star; i = inactive; x = not tested or not shown. Unless noted, no stated cut-off is given here; in the data, active means inhibition above about 50%; inactive means the rest.

SMILES	b-catenin transl	b-catenin transl cell count 5 µM	PMI inhibition	PMI inhibitors	T cell modulator	T cell modulator vesicle-bound %	MT stabilize HCS	MT stabilize HCS Hoechst-high %	MT stabilize HCS cytotoxicity %	TNAP activation fold	Lipid droplet	Lipid droplet cells 6.5 µM	Autophagy mod	Autophagy mod cell loss 18 h	Insulin prom up	Insulin prom up cell count
NN(CCO)C(=S)Nc1ccc(Cl)cc1	-2.4	1128	-11.2%	-6.7%	i	36.1	3.4	1.9	5.6	1.2	5.3	727	i	15.5	-0.23	1265
O=C(NCCCCC(NC(=O)C1CCCCC1)C(=O)O)c1ccccc1 (stereo not given)	-1.6	1156	1.9%	-3.4%	i	7.5	2.2	2.0	1.3	1.1	-5.3	833	i	-11.4	-0.82	1300
CCOC(=O)C1(CCCc2ccccc2)CCN(Cc2ccn[nH]2)CC1	0.6	1138	5.1%	13.6%	i	38.3	3.7	2.8	1.5	1.1	1.3	627	i	-5.1	-0.56	1426
CC(=O)c1ccc(-c2ccccc2OC(F)(F)F)o1	-3.9	1030	x	x	i	27.2	x	x	x	x	-5.1	742	x	x	1.16	1441
O=C(CC(SCc1ccco1)c1ccc(O)cc1)c1cccs1 (stereo not given)	-1.8	885	2.4%	6.3%	i	47.0	2.0	1.5	8.9	0.5	x	x	i	-2.2	0.77	1187
Cc1ccc(N2C(=O)CC(Sc3ccccc3C(=O)O)C2=O)cc1 (stereo not given)	-0.1	981	-9.7%	6.3%	i	54.0	4.5	2.3	1.8	0.9	-10.6	639	i	-3.0	0.29	1273
CCOc1ccc(/C=N/NC(=O)C(C)N(c2ccc(OC)cc2)S(C)(=O)=O)cc1OCC (stereo not given)	0.0	1100	1.5%	6.2%	i	61.3	2.7	2.8	10.1	1.1	8.9	698	i	-16.0	-1.18	1191
Cc1ccc(CN2CCN(C3CSCCSC3)CC2CCO)cc1 (stereo not given)	-1.7	941	10.7%	12.4%	i	54.1	4.3	2.0	3.8	1.1	-5.4	734	i	20.0	0.06	1445
O=c1c2ccccc2n2c(-c3ccc(C(F)(F)F)cc3)nnc2n1Cc1ccccc1	-1.7	1025	-20.2%	-12.9%	i	50.2	2.9	3.5	5.8	1	-15.8	591	i	0.2	0.12	1622
CCn1c(SCC(=O)N2CCCC2)nnc1-c1ccc(S(=O)(=O)N2CCCCCC2)cc1	-4.1	1008	-0.1%	-5.3%	i	39.5	1.6	1.1	5.7	1	x	x	i	2.1	-0.88	1307
CCCCN(CC)C(=O)Cn1ncc2c1-c1cc(C)ccc1OC2	x	x	1.2%	-0.6%	i	19.5	1.8	3.6	8.7	1.2	x	x	i	-13.5	0.11	951
Cc1cc(=O)n2[nH]c(-c3ccc(F)cc3)nc2n1	2.6	1129	11.8%	7.6%	i	38.5	7.5	4.1	2.6	1.1	x	x	i	-1.0	x	x
CCOc1ccccc1C1CC(c2ccc(F)cc2)Nc2nc(N)nn21 (stereo not given)	1.6	1136	-0.9%	7.5%	i	59.6	5.0	2.5	10.6	1.1	x	x	x	x	0.35	903
Cc1ccc2cc3cc(C(=O)NCc4ccco4)oc3nc2c1	x	x	-0.7%	5.2%	i	54.7	3.8	2.6	5.1	1.1	x	x	i	-1.0	x	x
Cc1ccc(C(=O)NCCn2cc(SCC(=O)N3CCOCC3)c3ccccc32)cc1	-2.6	1208	5.9%	5.0%	i	27.4	6.4	1.4	2.0	1	0.5	648	i	4.7	x	x
Cc1ccc(-c2cnc3n2CCCCC3)cc1	-3.2	1107	-8.7%	-8.0%	i	5.7	3.0	1.7	0.4	1.1	-6.6	655	i	-5.8	0.63	1419
CCOC(=O)c1ccccc1NC(=O)c1cncc(Br)c1	1.7	889	2.0%	6.8%	x	x	2.9	2.3	2.4	1.1	2.0	785	i	13.4	1.29	1250
CCOc1ccc(C(=O)NC(=S)N2CCN(c3ccc(C(F)(F)F)cc3[N+](=O)[O-])CC2)cc1	-1.1	1139	11.1%	22.3%	i	48.1	2.3	3.0	12.1	1	3.2	558	i	-9.6	0.25	1274
CN(C)S(=O)(=O)c1cc(NC(=O)COC(=O)C2COc3ccccc3O2)ccc1Cl (stereo not given)	-4.3	1127	-0.8%	-8.4%	i	15.5	2.5	1.8	7.2	1.2	1.6	690	i	-1.2	0.26	1231
Cc1cc(C)c(NC(=O)Cc2ccc(-n3cccc3)cc2)c(C)c1	0.6	478	5.0%	1.5%	i	15.2	5.7	2.3	6.9	1.1	13.0	629	i	-9.0	-0.1	1200
N#Cc1c(N)n[nH]c1CCCN	-3.3	1163	40.9%	-0.1%	i	49.5	2.4	1.3	1.3	0.9	-1.7	785	i	-16.3	0.09	992
CCOc1ccc(NC(=S)NCc2nc3ccccc3[nH]2)cc1	-0.7	494	-5.8%	-13.9%	i	34.2	1.6	1.4	7.4	1.3	-10.3	709	i	21.1	x	x
O=C(NCCN1CCOCC1)c1cc(-c2ccc(Br)cc2)on1	-0.1	802	-6.2%	1.2%	i	15.9	5.2	2.4	8.6	1.1	x	x	i	5.6	0.1	1283
Cc1ccc(Cn2nc(C)c3cc(C(=O)OCC(N)=O)sc32)cc1	1.5	949	-4.7%	4.7%	i	60.4	1.5	1.5	19.5	1.1	1.4	828	i	3.8	x	x
CC1=C(C(=O)OC(C)C)C(c2cccs2)N2C(=O)C(C)SC2=N1 (stereo not given)	-3.7	988	10.4%	0.8%	i	10.7	3.2	2.0	9.2	1.1	x	x	i	-10.4	0.71	1323

Next section
SMILES	b-catenin transl	b-catenin transl cell count 5 µM	PMI inhibition	PMI inhibitors	T cell modulator	T cell modulator vesicle-bound %	MT stabilize HCS	MT stabilize HCS Hoechst-high %	MT stabilize HCS cytotoxicity %	TNAP activation fold	Lipid droplet	Lipid droplet cells 6.5 µM	Autophagy mod	Autophagy mod cell loss 18 h	Insulin prom up	Insulin prom up cell count
COC(=O)C1=C(C)NC2=C(C(=O)CCC2)C1c1ccsc1 (stereo not given)	-3.1	950	2.1%	1.6%	x	x	1.7	2.1	8.0	1.1	x	x	i	0.3	0.62	1202
CC(C)(C)C(=O)NNC(=O)c1ccc(Oc2cc(Cl)cc(Cl)c2)o1	-0.8	1297	x	x	i	18.5	x	x	x	x	-8.1	749	x	x	-0.18	1012
O=C(c1ccco1)N(c1ccccn1)c1ccccn1	-1.6	1185	0.3%	10.2%	i	30.8	5.7	3.5	6.4	1.1	2.0	746	i	-20.0	1.25	793
C/C(=C\c1ccco1)C1Nc2cccc3cccc(c23)N1	-0.4	809	18.0%	5.7%	i	14.9	0.9	1.5	12.0	0.9	x	x	i	22.4	0.11	1108
O=C(NCc1cccs1)C1CCCN1C(=O)Nc1cccc(F)c1 (stereo not given)	-0.4	1063	-10.2%	-10.7%	i	55.7	2.2	1.8	8.6	1.1	-12.9	770	i	20.5	0.52	1150
CC(=O)Nc1cccc(NC(=O)CSc2ccc3nnc(CCNC(=O)c4ccccc4)n3n2)c1	-0.2	1064	10.1%	3.2%	i	52.6	1.0	1.2	8.3	1.1	18.9	734	i	19.9	1.02	1137
COC(=O)Cc1ccc(O)c(N)c1	1.2	1536	19.3%	15.5%	i	54.1	1.9	2.4	3.2	1	3.2	658	i	9.7	x	x
CC(=O)C1=C(C)NC(=O)NC1c1ccc(OC2CCCC2)cc1 (stereo not given)	x	x	8.9%	14.2%	i	21.7	1.4	0.5	35.3	1.1	-7.9	711	i	3.6	x	x
Cc1ccc(NC(=O)CSC2=Nc3ccccc3C3CC=NN23)c(C)c1 (stereo not given)	1.8	1070	2.3%	4.1%	i	22.5	1.8	2.2	7.7	1.1	-20.3	800	i	-11.2	0.66	886
Cn1ncc(N=Cc2ccccc2)c1C(=O)Nc1cccc(Cl)c1	49.2	584	14.7%	19.0%	i	39.1	33.9*	8.6*	36.2*	1	14.0	693	i	8.1	0.23	1879
Cc1nc(NC(C)C)c2cnn(CCc3ccccc3)c2n1	x	x	-3.6%	-2.0%	i	50.0	2.1	1.6	4.8	1.1	x	x	i	27.0	-0.91	915
CCSc1nnc(Cc2cc(=O)[nH]c(=O)[nH]2)n1-c1cccc(C)c1	-1.6	1202	x	x	i	52.0	x	x	x	x	-6.0	691	x	x	1.14	1068
COc1cccc(-c2nc(CSCC(=O)N3CCc4ccccc43)c(C)o2)c1	-1.8	1040	-0.1%	1.4%	i	29.5	1.5	2.0	4.5	0.9	-2.0	579	i	-3.8	0.03	1451
COc1ccc(C(=O)N2N=C(c3cccc(OC)c3)CC2(O)C(F)(F)F)cc1 (stereo not given)	1.1	444	5.5%	4.4%	i	62.5	3.5	1.6	4.3	1.1	-15.3	596	i	9.4	-0.28	1273
COc1ccccc1CO/N=C/NC(=O)c1c(OC)ccnc1Oc1ccc(F)cc1	-3.9	1155	14.5%	16.1%	i	17.7	1.1	1.2	7.4	1.1	-19.1	645	i	3.4	0.08	1850
CC(SC1=NCCS1)C(=O)Nc1nnc(-c2ccc(F)cc2)s1 (stereo not given)	-2.3	1145	10.1%	7.2%	i	17.7	4.2	4.8	6.9	1	3.7	642	i	15.6	-0.05	1955
CCC(C)NC(=O)C1CCN(c2nc(C)cc(C)n2)CC1 (stereo not given)	-8.6	1050	-4.2%	-1.7%	i	46.0	1.3	1.4	8.9	1.1	x	x	i	5.8	-0.24	1289
